Compound activity (PubChem)
D1 ag: agonists of human D1 dopamine receptor; hit rate 1% among 360,000; activation, % at 2 µM; HEK293 T-REx D1 cells, calcium flux, agonist mode; in the data active = activation above about 30%; also: 0% is about no effect
Target sequence (P21728 whole entry, looked up): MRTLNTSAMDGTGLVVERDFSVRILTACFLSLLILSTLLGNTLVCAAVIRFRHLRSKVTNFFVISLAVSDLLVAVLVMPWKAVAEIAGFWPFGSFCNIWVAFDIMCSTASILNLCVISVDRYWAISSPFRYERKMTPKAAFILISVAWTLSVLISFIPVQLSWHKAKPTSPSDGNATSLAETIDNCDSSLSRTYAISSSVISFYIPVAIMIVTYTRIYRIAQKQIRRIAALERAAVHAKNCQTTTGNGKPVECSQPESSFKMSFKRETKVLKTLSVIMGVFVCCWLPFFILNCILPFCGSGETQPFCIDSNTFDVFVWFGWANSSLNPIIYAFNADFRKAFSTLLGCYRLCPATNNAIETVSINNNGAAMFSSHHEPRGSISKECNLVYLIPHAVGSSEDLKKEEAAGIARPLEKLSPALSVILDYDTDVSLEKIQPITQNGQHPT
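Agonism was scored from calcium flux recorded over 180 s (1 read/s) after pintool compound addition, following a 10-cycle baseline. Cells were inducible force-coupled HEK293 TREx D1, plated overnight at 30 C and loaded with no-wash calcium dye.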
Glioma ERSR ind: inducers of ER stress response in human glioma cells; hit rate 0.02% among 420,000; U87-MG GRP78 promoter luciferase reporter, 16 h; Potency, µM, for inactives: at the top dose activation, most hits filed as activators; also: potency is read from the fitted curve at half-maximal effect; series mostly up to about 76 µM; % of control where 0% means no effect; nearly all actives have a fitted effect of over 35% in size
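Stably transfected U87-MG glioma cells carrying a GRP78-based luciferase sensor; 16 h compound incubation. Luminescence end-point read 10 min after Bright-Glo addition at room temperature.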
RXFP1 agonist: activates the human relaxin receptor RXFP1 | hit rate 0.3% among 370,000 | HEK293T-RXFP1 cAMP TR-FRET, 30 min; response scale: percent of porcine relaxin response, buffer zero | Potency, µM (highest dose often 57.5 µM), for the others: at the top dose activation, usual class: activators | Q9HBX9 | AID 2676; also: potency is read from the fitted curve at half-maximal effect; % is scaled to controls: 0 for no effect and ±100 for the full control effect; nearly all actives have a fitted effect of over 60% in size; many of its hits are not listed in these tables
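HEK293T cells stably expressing RXFP1 were pretreated with the PDE4 inhibitor Ro 20174, exposed to compounds for 30 min at 37C, lysed, and cAMP was read by TR-FRET. Data normalized to buffer (basal) and 29 nM porcine relaxin (100%).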
D2 potentiator: D2 dopamine receptor (human) potentiation; P14416; HEK293 T-REx D2, calcium flux, EC20 dopamine potentiation; potentiation, % at 10 µM; hit rate 0.34% among 340,000; AID 485347;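 active = potentiation over 3 SD above the plate norm, cut at about 30% in these data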; also: 0% is about no effect
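Potentiation of an EC20 dopamine calcium response measured kinetically over 180 s, after a preceding 180 s compound-only read flagging agonists. Cells: inducible Hek293 Trex D2 line, 4000/well, cultured overnight at 30 C before dye loading.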
D1 PAM: enhances dopamine response at the human D1 receptor; HEK293 TREx D1 cells, calcium flux, dopamine EC20 potentiation; potentiation, % at 10 µM; hit rate 0.036% among 360,000; AID 504651; in the data active = potentiation above about 30%; also: 0% is about no effect
Vif-APOBEC3G blk: blocks the Vif interaction with human APOBEC3G. HeLa A3G-eYFP + Vif (tagged APOBEC3G with the HIV-1 protein that degrades it), YFP fluorescence, overnight. AID 602310. hit rate 0.076% among 410,000. Potency, µM (top dose mostly 46.1 µM), for the others: at the top dose activity, negative = active, usual class: inhibitors. Q9HC16;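 also: potency is read from the fitted curve at half-maximal effect; % is scaled to controls: 0 for no effect and ±100 for the full control effect; nearly all actives have a fitted effect of over 60% in size; hits raise eYFP signal because A3G escapes Vif-driven loss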
Target sequence (Q9HC16 whole entry, looked up): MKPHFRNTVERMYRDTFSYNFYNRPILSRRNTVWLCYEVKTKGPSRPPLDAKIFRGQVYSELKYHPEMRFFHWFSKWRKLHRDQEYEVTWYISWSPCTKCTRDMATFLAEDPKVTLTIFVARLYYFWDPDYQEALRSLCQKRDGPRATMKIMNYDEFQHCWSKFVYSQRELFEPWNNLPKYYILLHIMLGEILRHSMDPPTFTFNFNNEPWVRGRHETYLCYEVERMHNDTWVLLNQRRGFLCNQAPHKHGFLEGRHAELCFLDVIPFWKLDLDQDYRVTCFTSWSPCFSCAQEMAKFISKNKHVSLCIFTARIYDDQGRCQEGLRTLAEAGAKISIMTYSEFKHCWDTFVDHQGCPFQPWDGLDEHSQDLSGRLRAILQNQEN
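HeLa cells stably expressing Vif and C-terminally eYFP-tagged A3G, seeded overnight at 37 deg C, then exposed to compound by pintool overnight at 37 deg C. Rise in yellow fluorescence (Ex 488/Em 500-530, Acumen) marks blocked Vif-driven A3G degradation.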
D1 antag: human D1 dopamine receptor antagonism. P21728. AID 504652. HEK293 TREx D1 cells, calcium flux, dopamine EC80; active compounds read low. activity change, negative = inhibition, % at 10 µM. hit rate 3.2% among 360,000; in the data active = activity change below about -30%; also: % is scaled to controls: 0 for no effect and ±100 for the full control effect
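Inducible Hek293 Trex D1 cells (tetracycline, overnight, 30 C). Calcium dye 30–90 min RT. Antagonist mode: EC80 dopamine added after 180 s compound read.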
Vif-A3F inh: blocks the Vif interaction with APOBEC3F. HeLa A3F-eYFP + Vif (tagged APOBEC3F with the HIV-1 protein that degrades it), YFP fluorescence increase. Potency, µM (doses to about 46.1 µM), inactives show at the top dose activity, negative = active. hit rate 0.2% among 390,000. AID 602313; also: potency is read from the fitted curve at half-maximal effect; % of control where 0% means no effect; nearly all actives have a fitted effect of over 65% in size
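Fluorescence increase (Ex 488/Em 500-530) after overnight compound treatment at 37 deg C flags inhibition of Vif-driven A3F-eYFP loss in stable HeLa A3F-eYFP/Vif cells seeded overnight beforehand.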
LDHA block: inhibitors of human lactate dehydrogenase A; P00338; purified LDHA, NADH/diaphorase-resazurin fluorescence; active compounds read low; activity change, % (values are at about 110 or 230 µM); hit rate 0.15% among 480,000; AID 1347041; in the data active = activity change below about -30%; inconclusive = mostly about -25% to -30%;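 also: plate controls were DMSO wells for no effect and wells without enzyme for full effect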
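Human LDH5 (2 nM) was incubated with 0.06 mM NADH and 0.2 mM pyruvate for 5 min at room temperature in Tris pH 7.4. Remaining NADH was coupled through diaphorase/resazurin, and resorufin fluorescence was read at 0 and 20 min.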
* hit, by the source's call; ? = inconclusive; . = not tested or not shown; & = joins results of further samples. Unless noted, calls follow the shape of the dose curve; as a rule, active = well fitted curve in the direction sought with a large enough effect; inconclusive = small, poorly fitted or top-dose-only effect, or another doubt; inactive = no such curve, though single readings can be large; an effect the other way counts as inactive or inconclusive.

No. | Structure | D1 ag | Glioma ERSR ind | RXFP1 agonist | D2 potentiator | D1 PAM | Vif-APOBEC3G blk | D1 antag | Vif-A3F inh | LDHA block
1 | O=C(CN1N=C(c2ccc(Cl)cc2)CCC1=O)NCCc1ccc(Cl)cc1 | -6 | -3% | 0.8% | 3 | -1 | -3% | -20 | -12% | -1
2 | NNC(=O)c1ccc(CSc2n[nH]c(=O)[nH]c2=O)cc1 | 2 | -3% | 3.8% | 16 | -3 | 0% | -4 | 1% | -1
3 | NC(=S)N/N=C/c1c(O)ccc2ccccc12 | 1 | -4% | -7.0% | -2 | 2 | -12% | -3 | ? | 4
4 | O=C(Nc1ccccc1N1CCN(C(=O)c2ccc(Cl)cc2)CC1)c1cccnc1 | 4 | -3% | 0.9% | 2 | -6 | -1% | -12 | 1% | 2
5 | N#Cc1nc(COc2ccc(Br)cc2)oc1NCCCn1ccnc1 | 3 | -5% | -0.4% | -2 | -21 | 1% | -9 | 9% | -3
6 | COc1ccccc1C(CNC(=O)CCNC(=O)c1ccccc1Cl)N1CCCC1 (centres undefined) | -1 | -6% | 0.3% | -1 | -5 | 0% | 29 | -4% | -8
7 | Cc1csc(Nc2ccccc2)[n+]1-c1ccccc1 | 1 | -1% | 3.2% | 2 | -6 | 1% | -12 | 4% | -9
8 | Cc1ccc(/C=[N+](/C)[O-])cc1 | 5 | -3% | -1.2% | -2 | -4 | 0% | 12 | 9% | -14
9 | O=C(Nc1ccc(OCC(=O)N2CCOCC2)cc1)Nc1cccc2ccccc12 | 0 | -3% | 0.8% | -6 | -6 | -3% | -2 | -11% | 2
10 | COC(=O)c1ccccc1NC(=O)C/C(C)=N/NC(=O)CC#N | 1 | -1% | -0.6% | 6 | 3 | -1% | -15 | 15% | -1
11 | Cc1ccc2c(c1)N(C(=O)CSc1nncn1C)C(C)(C)c1ssc(=S)c1-2 | 1 | -6% | 1.7% | -4 | -1 | ? | 7 | -11% | -8
12 | CS(=O)(=O)c1ccccc1-c1nnc(NC(=O)c2cccc(N3C(=O)CCC3=O)c2)o1 | 5 | 1% | -0.5% | 0 | 8 | 0% | -22 | -16% | -6
13 | CC(C)CC(CO)N1CCN(C(=O)c2ccc(Cl)cc2)CCC1=O (centres undefined) | . | 1% | . | . | . | -5% | . | 4% | -5
14 | CCS(=O)(=O)c1ccc(C(=O)NC2CC2)c(Cl)c1Cl | 2 | -3% | 2.9% | -7 | -2 | 2% | 4 | 2% | -2
15 | COc1ccc(C(CNC(=O)c2cccc(S(=O)(=O)N3CCCCC3)c2)N2CCCC2)cc1 (centres undefined) | 4 | -3% | -0.1% | -22 | -2 | 3% | 7 | -1% | -5
16 | CCOC(=O)[C@@H]1[C@H]2COc3ccccc3[C@@H]2N2C(=O)N(c3ccc(Cl)cc3)C(=O)[C@@]12C | 1 | -1% | -0.1% | 8 | 2 | 2% | -19 | 1% | -1
17 | O=C(Cn1c(=O)n(-c2ccc(Cl)cc2)c(=O)c2sc3ccccc3c21)NC1CCCC1 | 3 | 2% | 1.0% | -2 | 0 | -1% | 7 | -15% | -3
18 | COc1ccc(-c2ccc3oc(-c4ccsc4)cc3c2)cc1 | . | 1% | . | . | . | -4% | . | -3% | 2
19 | CCOC(=O)Cc1csc(NC(=O)CCCc2ccccc2)n1 | 2 | -5% | 0.6% | -3 | -9 | -2% | -15 | 3% | 6
20 | N#C/C(=C(/O)COC(=O)c1ccc2c(c1)OCCO2)c1nc2ccccc2[nH]1 | 0 | ? | -0.1% | -1 | -11 | -25% | 7 | ? | 1
21 | O=[N+]([O-])c1ccccc1CNCCCCO | 1 | -5% | -0.9% | 11 | -2 | -4% | -6 | 2% | -4
22 | CCN(CC)CCCNc1cc(C)c(C#N)c2nc3ccccc3n12 | . | -4% | . | . | . | -4% | . | 0% | -8
23 | Cc1ccc(C(=O)N2CCN(c3ncccn3)CC2)c(C)c1 | 3 | 0% | 0.3% | 5 | -6 | 2% | 1 | -1% | -9
24 | CCCCN1C(Nc2ccccc2)=NC[C@@H]1CC(C)C | 2 | -3% | 0.4% | 3 | -5 | 3% | 7 | -1% | -8
25 | Cc1ccc(/C=C/C(=O)NCCc2c[nH]c3ccccc23)o1 | 5 | -2% | 3.0% | 0 | 3 | -10% | -19 | -3% | 2&2
26 | Cc1ccnc2nc(C(=O)OCC(=O)N(Cc3ccccc3)C(C)(C)C)nn12 | . | -1% | . | . | . | 7% | . | -2% | -13
27 | CN(C)N1C(=O)CC(C)(c2ccc([N+](=O)[O-])cc2)C1=O (centres undefined) | 0 | -1% | -0.3% | 1 | 2 | -1% | 7 | 1% | -1
28 | CCCCN(CC(O)COc1cccc(C)c1)CC(O)COc1cccc(C)c1 (centres undefined) | 6 | -15% | -0.7% | 6 | -5 | -9% | 8 | -11% | 3
29 | CCOc1cc(CNc2ccccc2)cc(Br)c1OCc1ccc(F)cc1 | 4 | -5% | -0.7% | 9 | -3 | -2% | 17 | -2% | 5
30 | CCCC(C(=O)Nc1cc(C)c(Cl)cc1OC)N1Cc2ccccc2C1=O (centres undefined) | 1 | -3% | -0.4% | -11 | -2 | -3% | -24 | 3% | 0
31 | COCCCNC(=O)CN1C(=O)/C(=C\c2ccc(C)cc2)Sc2ccccc21 | 1 | -1% | -2.3% | -9 | 11 | -4% | -3 | 2% | 1
32 | Cc1cccc(C(=O)NCCc2n[nH]c(=S)n2C)c1 | 5 | -1% | -1.6% | 13 | -3 | 0% | 3 | -10% | -7
33 | O=C(O)CSCC(=O)N1N=C2/C(=C/c3ccccc3)CCCC2C1c1ccccc1 (centres undefined) | 1 | -3% | 2.3% | 0 | 10 | 1% | 19 | 9% | -2
34 | CCCCCCCCNC(=O)C(CCC(=O)OCc1ccccc1)NC(C)=O (centres undefined) | 18 | -1% | 2.3% | -6 | -5 | 0% | -11 | -8% | 1
35 | COc1ccccc1CNC(=O)C1CCC(CNc2c(N3CCC(C)CC3)c(=O)c2=O)CC1 (centres undefined) | 0 | -3% | 2.0% | -3 | -6 | -3% | 4 | -5% | -2
36 | CCOC(=O)c1nc(S(C)(=O)=O)ncc1N1CCOCC1 | 3 | -4% | 2.9% | 1 | 2 | -1% | 5 | -4% | -4
37 | Cc1ccc(CN2CCC(N3CCC(C(=O)NCC4CCCO4)CC3)CC2)o1 (centres undefined) | 1 | -3% | 3.1% | 13 | -6 | 0% | -8 | -3% | -4
38 | O=C(N/N=C/c1ccco1)c1cccc(N2Cc3ccccc3C2)c1 | 2 | -3% | -2.8% | -1 | -2 | -6% | -8 | -1% | 5
39 | COc1ccc(OC)c(CN2CCN(S(=O)(=O)c3ccccc3)CC2)c1 | 11 | -2%&-6% | 2.0% | 0 | 1 | 0%&-3% | 7 | 1%&-11% | -11&-7
40 | O=C(Nc1ccc(Cl)cc1)c1cc2c(Cl)nc3ccccc3c2s1 | 3 | 2% | 20% | 2 | -6 | 0% | -8 | 4% | -9
41 | C/C(=N/OC(=O)c1c(-c2c(F)cccc2Cl)noc1C)c1cnccn1 | 1 | -3% | 3.6% | 3 | 4 | 1% | 17 | ? | -2
42 | Cc1c(Cl)cccc1N1CC(c2nc3ccccc3n2Cc2ccccc2F)CC1=O (centres undefined) | 1 | -5% | 2.6% | 6 | -4 | -1% | 3 | 0% | 6
43 | Cc1ccc(C(C(=O)NC2CCCC2)N(C(=O)c2csnn2)c2cccc(F)c2)o1 (centres undefined) | -1 | -4% | -5.8% | 2 | 1 | -8% | 7 | 3% | -2
44 | O=C1CSc2ccc(S(=O)(=O)NCc3ccccc3Cl)cc2N1 | 1 | -5% | 5.7% | -1 | -7 | 0% | 25 | 7% | -8
45 | O=C1C[C@@H]2c3c(cccc3CN1Cc1ccccc1Br)C[C@@H](O)[C@H]2O | . | -4%&-3% | . | . | . | 4%&0% | . | 8% | -3
46 | O=C(CSc1nc2ccc([N+](=O)[O-])cc2s1)NC1CCS(=O)(=O)C1 (centres undefined) | 3 | -3% | 1.6% | 3 | -1 | -2% | -1 | 11% | 6
47 | O=C(c1ccc(Br)s1)N1CCN(S(=O)(=O)c2ccccc2)CC1 | 2 | -4% | 3.0% | 6 | 3 | -2% | 4 | -21% | 2
48 | O=C(NCc1ccccn1)C1CCN(Cc2cnn(-c3ccccc3)c2-n2cccc2)CC1 | 1 | 5% | 1.5% | -3 | -7 | 1% | -1 | -2% | 0
49 | Cc1ccc(C)c(/C=C(\C(=O)O)c2ccc(S(=O)(=O)N3CCCCC3)s2)c1 | 2 | 0% | 3.5% | -2 | 3 | 1% | 10 | 6% | 0
50 | O=C(c1cc(S(=O)(=O)N2CCOCC2)c(Cl)cc1Cl)N1CCN(S(=O)(=O)c2cccc(F)c2)CC1 | . | -3% | . | . | . | 1% | . | 0% | -4

The list continues:
No. | Structure | D1 ag | Glioma ERSR ind | RXFP1 agonist | D2 potentiator | D1 PAM | Vif-APOBEC3G blk | D1 antag | Vif-A3F inh | LDHA block
51 | O=C(Nc1ccc2c(c1)CCC2)c1cnn2c1NC(c1ccco1)CC2C(F)(F)F (centres undefined) | 2 | 4% | -0.5% | 8 | -5 | -23% | 3 | -4% | -1
52 | Cc1ccccc1Cn1nc(C)c(NC(=O)c2ccccc2)c1C | 0 | -5% | 3.3% | -1 | 3 | 0% | 1 | 7% | -6
53 | Cc1ccc(C(=O)OCC(=O)NCc2ccc3c(c2)OCO3)s1 | 2 | -5% | -0.6% | -7 | -5 | -4% | -3 | -8% | -6
54 | O=C(O)c1cccnc1SC1CC(=O)N(CCc2ccccc2)C1=O (centres undefined) | 1 | -4% | 0.0% | -3 | -3 | 0% | 2 | -6% | -4
55 | CCOC(=O)N1CCN(c2nc3ccc(C)cc3n3cnnc23)CC1 | 4 | 0% | 2.9% | -14 | 6 | 0% | -22 | 0% | -2

Looked up one by one from the list above:
No. | Structure | D1 ag | Glioma ERSR ind | RXFP1 agonist | D2 potentiator | D1 PAM | Vif-APOBEC3G blk | D1 antag | Vif-A3F inh | LDHA block
14 | CCS(=O)(=O)c1ccc(C(=O)NC2CC2)c(Cl)c1Cl | 2 | -3% | 2.9% | -7 | -2 | 2% | 4 | 2% | -2
25 | Cc1ccc(/C=C/C(=O)NCCc2c[nH]c3ccccc23)o1 | 5 | -2% | 3.0% | 0 | 3 | -10% | -19 | -3% | 2&2

Only part of the results is shown. The share of hits here may be higher or lower than overall.
